# Compound activity: PubChem, several laboratories
# ANO1 activ: activates or potentiates the mouse TMEM16A chloride channel. AID 623877. actives 0.3% (n = 340,000). HEK293 TMEM16A/YFP-H148Q/I152L, iodide quench fluorescence; active compounds read low. B-score at 10 µM;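 active means fluorescence-ratio B-score plate-corrected deviation score at least 3 library SD below zero, with starting fluorescence score within 5 deviations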;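 further: channel opened by trigger with iodide after compound preincubation; score built on the fluorescence ratio of max minus min over baseline; more negative score means more quench and so TMEM16A activation or potentiation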
# TMEM16A inh: blocks the mouse calcium-activated chloride channel TMEM16A; HEK293 TMEM16A/YFP iodide influx fluorescence, ionomycin; normalized B-score (activity score, 25-100; higher = stronger inhibition) at 10 µM; actives 1.2% (n = 310,000); AID 588511;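 active means ratio plate-corrected score three or more library SD toward inhibition, starting fluorescence score within five deviations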;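 further: score derived from kinetic fluorescence span divided by baseline fluorescence per well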
# HDAC3 inh: inhibitors of human histone deacetylase 3. O15379. recombinant HDAC3, fluorogenic peptide/trypsin coupled, fluorescence. inhibition, % at 8.3 µM. actives 0.15% (n = 320,000). AID 2718; in the data active means inhibition above about 26%, passing the limit was not always enough; inconclusive means no clear call, values can overlap the other calls
# SKKanGAS inh: SKKanGAS growth inhibition; actives 1.3% (n = 300,000); S. pyogenes SKKanGAS, kanamycin growth, BacTiter-Glo, 6 h; inhibition, % at 7.5 µM;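 active means mean replicate score, as percent of positive control median, at least 50; inconclusive means mean below 50 but one replicate at or above 50; inactive means mean and every replicate below 50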;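 further: strain carries kanamycin resistance gene driven by streptokinase promoter and grows in 40 µg/ml kanamycin; loss of luminescence reflects streptokinase promoter inhibition or plain growth inhibition; 0% = median of DMSO wells and 100% = positive control at its reference dose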
# hERG protect: shields human hERG channel from block by proarrhythmic agents; CHO-hERG, FluxOR thallium flux, dofetilide IC70 present; actives 0.51% (n = 310,000); activation (rescue from dofetilide block), less the hit threshold, % at 10 µM;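 active means activation above the mean of controls blocked by dofetilide plus 5 SD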;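 further: thallium influx through hERG after potassium depolarization seen as dye fluorescence rise; in these data hits start at about 4.7%; inactives centre near -7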
# KCNK3 inh: human KCNK3 channel inhibition, primary screen | O14649 | CHO-KCNK3 thallium flux, FluxOR fluorescence; active compounds read low | B-score at 10 µM | actives 0.84% (n = 340,000) | AID 602410;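 active means B-score under library mean minus 4 SD, starting fluorescence ratio at most library mean plus 5 SD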;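 further: more negative B-score means stronger inhibition of thallium flux through KCNK3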
# RGS4 pot: RGS4 potentiation or activation; HEK293 M3R/inducible RGS4, carbachol calcium flux Fluo4; active compounds read low; B-score at 10 µM; actives 0.92% (n = 310,000);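 active means B-score of the integrated calcium signal more than 4 SD below the library mean, with starting fluorescence not abnormally high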;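 further: negative B-score means reduced calcium response which marks RGS4 activation or potentiation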
#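 System: HEK293 FlpIn-TREx cells, stable M3R, doxycycline-inducible RGS4. Timing: overnight RGS4 induction, 30 min dye load 37 °C, 20 min compound RT. Also added: carbachol, ECmax concentration. Measured by: Fluo4 fluorescence kinetic imaging of calcium. Evaluation: integrated calcium ratio converted to B score.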
# RGS4 inh: inhibitors of human RGS4; P49798; HEK293 M3R/RGS4 inducible, Fluo-4 calcium flux; active compounds read high; triggered by carbachol at its EC20; B-score at 10 µM; actives 0.45% (n = 310,000); AID 463165;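 active means B-score, a plate-corrected calcium signal, over three deviations above library mean, with baseline fluorescence within five deviations of library mean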;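 further: RGS4 expression induced by doxycycline in cells with stable M3 receptor; B-score is computed from the integrated fluorescence ratio over baseline after carbachol; higher B-score means a larger calcium signal and so more RGS4 inhibition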
# Target sequence (P49798 whole entry, looked up): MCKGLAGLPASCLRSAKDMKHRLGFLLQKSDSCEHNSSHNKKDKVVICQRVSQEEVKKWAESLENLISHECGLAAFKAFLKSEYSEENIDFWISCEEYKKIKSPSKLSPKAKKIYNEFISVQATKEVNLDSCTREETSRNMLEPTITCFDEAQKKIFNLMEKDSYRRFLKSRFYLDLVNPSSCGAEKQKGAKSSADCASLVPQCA
# KCNQ1 inh: human KCNQ1 channel inhibition; CHO-K1 KCNQ1, FluxOR thallium flux fluorescence; active compounds read high; B-score at 10 µM; actives 1.3% (n = 310,000); P51787;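 active means compounds whose thallium flux B-score, printed positive for inhibition, exceeds three library SD while starting fluorescence stays within three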;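 further: channel opened by potassium depolarization with thallium stimulus after 20 min compound exposure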
# Target sequence (P51787 whole entry, looked up): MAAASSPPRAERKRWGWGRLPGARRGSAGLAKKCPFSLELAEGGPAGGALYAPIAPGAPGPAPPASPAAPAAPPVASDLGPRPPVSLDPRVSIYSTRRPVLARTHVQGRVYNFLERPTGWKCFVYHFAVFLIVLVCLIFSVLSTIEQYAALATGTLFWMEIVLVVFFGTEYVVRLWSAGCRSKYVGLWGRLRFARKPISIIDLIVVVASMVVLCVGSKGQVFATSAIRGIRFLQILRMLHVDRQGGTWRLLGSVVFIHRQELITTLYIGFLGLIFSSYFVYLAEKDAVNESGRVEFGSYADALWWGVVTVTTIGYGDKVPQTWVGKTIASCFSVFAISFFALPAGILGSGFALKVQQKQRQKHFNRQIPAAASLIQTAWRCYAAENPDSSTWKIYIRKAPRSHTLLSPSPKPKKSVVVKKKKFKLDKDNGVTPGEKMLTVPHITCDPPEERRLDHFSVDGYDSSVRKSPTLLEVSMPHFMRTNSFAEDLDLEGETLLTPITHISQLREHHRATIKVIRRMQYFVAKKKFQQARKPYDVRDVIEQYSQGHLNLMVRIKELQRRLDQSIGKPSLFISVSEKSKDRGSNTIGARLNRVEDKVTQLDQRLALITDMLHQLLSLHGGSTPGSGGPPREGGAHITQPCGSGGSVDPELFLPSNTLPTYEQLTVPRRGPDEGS
# KCNK9 block: inhibitors of human KCNK9 two-pore domain potassium channel; Q9NPC2; HEK293 KCNK9, FluxOR thallium flux fluorescence; active compounds read low; B-score at 10 µM; actives 1.2% (n = 310,000); AID 488922;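 active means ratio B-score over 3 SD below the library mean, with starting fluorescence within 5 SD of its mean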;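 further: negative B-score means less thallium flux so channel inhibition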
# KCNQ1 act: human KCNQ1 channel potentiation or activation | P51787 | CHO-K1 KCNQ1, thallium flux FluxOR fluorescence; active compounds read high | B-score at 10 µM | actives 0.35% (n = 310,000) | AID 2648;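 active means fluorescence ratio B-score, a plate-corrected score, at least three library SD, with initial intensity B-score within 5 SD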
#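 System: Stable KCNQ1 CHO-K1 line | Incubation: 90 min dye loading and 20 min compound exposure, both at room temperature | Measure: Ratio B score | Medium: Assay buffer for compound exposure, DMSO matched across wells | Compound dosing: Single-concentration screen | Probe or stimulus: K+/Tl+ depolarizing stimulus | Measured by: Kinetic FluxOR fluorescence, 10 s baseline plus 110 s post-stimulus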
# * hit, by the source's call; i = inactive; ? = inconclusive; nt = no result given. The order is random (roughly 6.3% active in at least one column).
SMILES,ANO1 activ,TMEM16A inh,HDAC3 inh,SKKanGAS inh,hERG protect,KCNK3 inh,RGS4 pot,RGS4 inh,KCNQ1 inh,KCNK9 block,KCNQ1 act
CSc1cccc(NCc2ccc([N+](=O)[O-])cc2)c1,i,i,2,8,-9,i,i,i,i,i,i
Oc1cccc2ccc(/C=C/c3cccs3)nc12,i,i,-3,120*,-15,i,i,i,i,i,i
Cc1cc(Cl)cc(Cl)c1OCC(=O)NCc1ccco1,i,i,1,-1,-12,i,i,i,i,i,i
Cc1nc(S(=O)(=O)Nc2ccccc2C(=O)NCC2CC2)cn1C,i,i,-3,4,-1,i,i,i,i,i,i
Oc1ccc(/C=N/Nc2ccc(C(F)(F)F)cn2)cc1O,nt,nt,nt,-10,-18,nt,i,9*,i,i,i
O=C(N/N=C/c1ccccn1)c1ccco1,i,i,-1,-1,-7,i,i,i,i,i,i
CCCN1CCC(NC(=O)Nc2cccc3ccccc23)CC1,i,i,-5,-1,-12,i,i,i,i,i,i
COc1cccc(N2CCN(C(=O)C3C4C=CC5(CN(Cc6ccccc6Cl)C(=O)C35)O4)CC2)c1 (stereo not given),i,i,2,-30,-4,i,i,i,i,i,i
Cc1c(C(=O)N2CCN(c3ccccc3)CC2)sc2nc3n(c(=O)c12)CCC3,i,i,-3,0,-5,i,i,i,i,i,i
COc1cccc(NC(=O)N(CCN(C)C)C(C)c2cccnc2)c1 (stereo not given),i,i,5,1,-3,i,i,i,i,i,i
CC(=O)c1cccc(NC(=O)C2C3CCC(C3)C2C(=O)O)c1 (stereo not given),i,i,-9,-1,-7,i,i,i,i,i,i
CCOC(=O)C1(Cc2ccccc2C)CCCN(S(C)(=O)=O)C1 (stereo not given),i,i,5,1,-10,i,i,i,i,i,i
O=C(N/C(=C\c1ccc([N+](=O)[O-])cc1)C(=O)N1CCCCC1)c1ccccc1,i,i,0,1,-10,i,i,i,i,i,i
Cc1nc(N2CCCCC2)c2sc(=S)n(C)c2n1,i,i,5,-3,-5,i,i,i,i,i,i
O=C(c1cccnc1NCc1ccccc1)N1CCOCC1,i,i,1,-1,-6,i,i,i,i,i,i
Cc1ccc(NCc2ccc([N+](=O)[O-])s2)cc1,i,i,-1,-1,-13,i,i,i,i,i,i
O=C(C1CCCN(S(=O)(=O)c2cnc[nH]2)C1)N1CCN(c2ccc(Cl)cc2)CC1 (stereo not given),i,i,3,-1,0,i,i,i,i,i,i
Cc1nc(=O)c(-c2ccccc2)c(C)n1-c1ccc(Br)cc1,i,i,0,3,-9,i,i,i,i,i,i
Cc1c(N=C/C=C2\N(C)c3ccccc3C2(C)C)c(=O)n(-c2ccccc2)n1C,i,i,13,-2,-3,i,i,i,i,i,i
O=C(C1CSC2(c3ccc(F)cc3)CCC(=O)N12)N1CCCCCC1 (stereo not given),i,i,6,0,-4,i,i,i,i,i,i
COCCNC(=O)C1CCN(S(=O)(=O)c2ccccc2)CC1,i,i,-2,-7,-3,i,i,i,i,i,i
O=c1cc(CSc2nnnn2-c2ccc(O)cc2)nc2sccn12,i,i,4,11,-6,i,i,i,i,i,i
O=C(CN1C2CCCC1CC(NC(=O)c1ccco1)C2)Nc1ccccc1 (stereo not given),i,i,-5,-1,-7,i,i,i,i,i,i
CCOC(=O)c1cc(-c2ccccc2)sc1NC(=O)C(C)Sc1nnnn1C (stereo not given),i,i,-11,6,-14,i,i,i,i,-17*,i
C[C@@H]1CCC[C@]2(O[C@@H](CCO)C[C@H](O)[C@H]2O)O1,i,i,-3,12,-6,i,i,i,i,i,i
c1ccc2oc(-c3[nH]ncc3CN3CCSCC3)cc2c1,i,i,-6,0,-17,i,i,i,i,i,i
O=C(Nc1cccc(S(=O)(=O)N2CCCC2)c1)c1cc(S(=O)(=O)N2CCOCC2)ccc1F,i,i,-1,0,-6,i,i,i,i,i,i
Cc1cc(C(=O)N2CCCC(C(=O)c3ccc4ccccc4c3)C2)n(C)n1 (stereo not given),i,i,-7,7,-6,i,i,i,i,i,i
Cc1cc(C)c2cc(C#N)c(N3CCCN(C(=O)c4cnccn4)CC3)nc2c1,i,i,1,0,-8,i,i,i,i,i,i
O=C(NCc1ccccc1)C1(c2cccc(F)c2)CCCC1,i,i,-1,4,-11,i,i,i,i,i,i
COc1cccc(C2(c3cccc(OC)c3)CC2C(=O)Nc2ccc(F)cc2)c1 (stereo not given),i,i,7,9,-7,i,i,i,i,i,i
CC(C)(C)C(=O)CSc1nc2ccccc2o1,i,i,-3,4,-11,i,i,i,i,i,i
CC(C)c1cc(C(C)C)n2nc(N)nc2n1,i,i,nt,2,-7,i,i,i,i,i,i
CC1CCN(S(=O)(=O)c2cccc(C(=O)Nc3ccccc3)c2)CC1,i,i,-1,16,-5,i,i,i,i,i,i
COc1ccc(/C=C(\NC(=O)/C=C/c2ccco2)C(=O)NCCc2nc3ccccc3[nH]2)cc1,i,i,0,0,-15,i,i,i,i,i,i
Cc1cc(N2CCN(C)CC2)nc2ccc(NC(=O)c3cccnc3Cl)cc12,i,i,2,-21,-11,i,i,i,i,i,i
CCOC(=O)N1CCN(C(=O)c2ccc(CS(=O)(=O)c3ccc(OC)cc3)o2)CC1,i,i,nt,-8,-3,i,i,i,i,i,i
Cc1ccc(Oc2c(F)c(F)nc(N3CCCC3)c2F)cc1,i,i,8,-5,-3,i,i,i,i,i,i
CC(C)C(=O)Nc1nnc(CCc2ccccc2)s1,i,i,0,0,-8,i,i,i,i,i,i
COc1cc(/C=N/n2cnc3c(sc4nc(C)cc(C)c43)c2=O)ccc1O,nt,i,0,2,-9,nt,i,i,i,i,i
Cc1ccc(C2(CCNCc3ccco3)CCOC(C(C)C)C2)cc1 (stereo not given),i,i,5,-6,-8,i,i,i,i,i,i
Cc1cc2nc3c(nc2cc1C)C(O)=C3O,i,i,-3,6,2,i,i,i,i,i,i
Cn1cc(Cl)c(C(=O)NNC(=S)Nc2cccc(Cl)c2)n1,i,i,4,10,-13,i,i,i,i,i,i
CCCCC(=O)Nc1ccc2c(c1)nc1n2CCN(CCOC)C1,i,nt,nt,0,-4,i,i,i,i,i,i
C#CCn1cc(/C=N/NC(=O)c2cc3ccccc3o2)c2ccccc21,i,i,-1,nt,-2,i,i,i,i,i,i
N#CC1=C(SCc2ccccc2)NC(=O)C(C#N)C12CCCC2 (stereo not given),i,25*,0,7,-5,i,i,i,i,i,i
COc1cc([N+](=O)[O-])cc(/C=N/NC(=O)C(O)(c2ccccc2)c2ccccc2)c1O,i,i,10,98*,-16,i,i,i,i,i,i
CCN(C(=O)CSc1ncn[nH]1)c1cccc2ccccc12,i,i,-6,-5,-9,i,i,i,i,i,i
CCN1CCN(c2nc(N)c([N+](=O)[O-])c(Nc3cccc(C)c3)n2)CC1,i,i,0,3,-10,i,i,i,i,i,i
Cc1ccc(O)c(C2=Nc3ccccc3N=C(c3ccco3)C2)c1,i,i,5,-14,-8,i,i,i,i,i,i
# Additional structures:
SMILES,ANO1 activ,TMEM16A inh,HDAC3 inh,SKKanGAS inh,hERG protect,KCNK3 inh,RGS4 pot,RGS4 inh,KCNQ1 inh,KCNK9 block,KCNQ1 act
CN(C)c1nc(SCc2ccccc2Cl)nc2c1CCCC2,i,i,-4,?,-3,i,i,i,i,i,i
CN1CCN(C2CC(=O)N(Cc3ccc(N4CCCC4=O)cc3)C2=O)CC1 (stereo not given),i,i,1,-3,-8,i,i,i,i,i,i
O=C(c1cc(Cl)nc2ccccc12)N(Cc1nnc(-c2ccccc2Cl)o1)C1CC1,i,i,0,4,-12,i,i,i,i,i,i
COc1ccc(CC(=O)N(C)CC(=O)Nc2ccccc2C(F)(F)F)cc1S(=O)(=O)N1CCOCC1,i,i,1,1,-9,i,i,i,i,i,i
Cc1ccc2cc(CN(C(=O)c3cccs3)c3ccccc3)c(=O)[nH]c2c1,i,i,nt,0,-12,i,i,i,i,i,i
O=C(COC(=O)CCC1CCCC1)NCc1ccc(Cl)cc1,i,i,5,-9,-6,i,i,i,i,i,i
COc1ccc(OC)c(NC(=O)Nc2cnccn2)c1,i,i,1,7,-10,i,i,i,i,i,i
O=C(c1nnc(-c2ccccc2)o1)C1CC1,i,i,-5,-1,-2,i,i,i,i,i,i
O=C(CC(=O)Nc1ccc(F)cc1)Nc1ccc(F)cc1,i,i,-2,-2,-2,i,i,i,i,i,i
Cc1ccc(O)c(NC(=O)c2ccccc2-c2ccccc2C(=O)O)c1,i,i,-12,0,-3,i,i,i,i,i,i
Cc1onc(-c2ccccc2Cl)c1C(=O)N1CCCCCC1,i,nt,nt,6,-11,i,i,i,i,i,i
CN(C)c1ccc(N=Cc2nc(-c3ccccc3)oc2OC(=O)c2cccc(Cl)c2)cc1,i,i,1,2,-7,i,i,i,i,i,i
COc1ccc(C(=O)N2CCN(c3ccc([N+](=O)[O-])c(NCCc4ccc(OC)c(OC)c4)c3)CC2)cc1,i,i,5,27,-7,i,i,i,i,i,i
O=C1CCC(C(=O)Nc2cccc(S(=O)(=O)N3CCOCC3)c2)N1 (stereo not given),i,i,8,-10,-9,i,i,i,i,i,i
Cc1ccc2ncc(S(=O)(=O)c3ccccc3)c(N3CCCCC3C)c2c1 (stereo not given),i,i,15,33,-21,i,i,i,7*,i,i
CNC(=O)/C(C#N)=C/c1cn(CC(=O)OC)c2ccccc12,i,i,-1,3,-10,i,i,i,i,i,i
COc1ccc(OCc2cc(C(=O)N3CCCN(C(C)=O)CC3)no2)c(Cl)c1,i,i,5,-1,-1,i,i,i,i,i,i
Cn1nnc(NC(=O)CSc2ncn[nH]2)n1,i,i,1,0,-7,i,i,i,i,i,i
Cc1ccc2nc(SCC(=O)NCC3CCCO3)c(C#N)cc2c1 (stereo not given),i,i,-2,-3,-10,i,i,i,i,i,i
N#CCC(=O)NCCCc1ccccc1,i,i,-6,5,-2,i,i,i,i,i,i

# Retrieved by compound from the entries so far (two):
SMILES,ANO1 activ,TMEM16A inh,HDAC3 inh,SKKanGAS inh,hERG protect,KCNK3 inh,RGS4 pot,RGS4 inh,KCNQ1 inh,KCNK9 block,KCNQ1 act
CNC(=O)/C(C#N)=C/c1cn(CC(=O)OC)c2ccccc12,i,i,-1,3,-10,i,i,i,i,i,i
Cn1nnc(NC(=O)CSc2ncn[nH]2)n1,i,i,1,0,-7,i,i,i,i,i,i
